Source: PubChem BioAssay (several laboratories)
PhoP inhibition – PhoP-dependent GFP reporter repression – Salmonella Typhimurium, primary screen (AID 1863). inhibition, % at 50 µM; hits with a dose series show IC50 in µM. 300,000 compounds, 0.16% hits. S. Typhimurium PhoP-regulated promoter GFP reporter, 4 h; higher % means a stronger effect;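 active = inhibition over 29.93%, a cutoff 3 SD above the screen mean, later confirmed by dose response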;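 note: 0% = low Mg2+ inducing control and 100% = high Mg2+ repressing control; strong numbers were not always called active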
Hep lipid drop – hepatic lipid droplet formation modulation; AML12 mouse hepatocytes, oleate lipid droplets, BODIPY imaging; inhibition, % at 6.5 µM; 240,000 compounds, 0.4% hits; AID 1656;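 active = lipid droplet intensity inhibited by at least 50%, with more than 500 cells counted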
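Assay system: AML12 mouse liver cells | Compound: 6.5 µM single-point dosing | Schedule: Overnight exposure | Technique: Fluorescence imaging, 20x objective, two fields per well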
T cell HTS – T cell immune modulation candidate; 2C CD8+ T cell-vesicle binding, flow cytometry; stronger effect = lower value; calls only at 7 µM; 330,000 compounds, 0.068% hits;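 active = response, share of CD8 T cells binding vesicles, and their 90th percentile fluorescence all below set limits, cut at about 80% in these data, passing the limit was not always enough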
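Material: murine 2C transgenic CD8+ T lymphocytes / Also added: QL9-peptide-loaded Drosophila micro-vesicles bearing Ld, ICAM-1 and B7-1 / Schedule: binding step 1.5 h, 37 °C, antibody labelling 20 min, ice / Signal: flow cytometry, PE anti-B7-1 (FL2) versus Alexa647 anti-CD8 (FL8), PFA-fixed / Evaluation: percent CD8+ FL2 mean versus row control / Benchmarks: naked versus QL9-loaded vesicles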
Hep lipid drop cells 6.5 µM – further read-out of Hep lipid drop, marked with its call; cell count; measured here: cell count, cytotoxicity flag;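 cells counted across two imaged fields per well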
T cell HTS vesicle-bound % – recorded beside T cell HTS, whose call it bears; double positive events, %; measured here: CD8+ vesicle-bound cell fraction;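 binding gate set so that unloaded-vesicle control wells show 10% double positive cells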
* hit, by the source's call; i = inactive; . = no result given.

SMILES	PhoP inhibition	Hep lipid drop	T cell HTS	T cell HTS vesicle-bound %	others
O=C(c1ccc(NC2=NC3CS(=O)(=O)CC3S2)cc1)N1CCN(c2ccccc2F)CC1 (stereo not drawn)	.	0	i	43	Hep lipid drop cells 6.5 µM=793
N#Cc1cccc(Nc2c3c(nc4ccccc24)CCC3)c1	.	-10	i	48	Hep lipid drop cells 6.5 µM=809
CCc1nn2c(=O)c(S(=O)(=O)Nc3ccc(C(C)C)cc3)c(C)nc2s1	.	-2	i	37	Hep lipid drop cells 6.5 µM=727
CCN(CC)c1ccc2c(-c3ccc(S(=O)(=O)O)cc3S(=O)(=O)[O-])c3ccc(=[N+](CC)CC)cc-3oc2c1	.	-2	i	55	Hep lipid drop cells 6.5 µM=866
Cc1ccc(CCNS(=O)(=O)c2cc3c(cc2Cl)NC(=O)CO3)cc1	.	-2	i	22	Hep lipid drop cells 6.5 µM=695
CCOCC(=O)NCc1ccc2c(c1)cc(C)n2C	.	-12	i	34	Hep lipid drop cells 6.5 µM=708
CCOc1ccc(-c2nc(CS(=O)(=O)CC(=O)NCc3ccc(F)cc3)c(C)o2)cc1	.	0	i	25	Hep lipid drop cells 6.5 µM=718
O=C(CCN1CCN(C/C=C/c2ccccc2)CC1)Nc1ccccc1Cl	10%	.	i	58
O=C(CNS(=O)(=O)c1ccc(Br)cc1Cl)OCC(=O)c1ccc[nH]1	4%	.	i	51
Cc1ccc(-c2nnc(SC(C)C(=O)NCC3CCCO3)nc2-c2ccc(C)cc2)cc1 (stereo not drawn)	3%	.	i	15
CCC1CCCCN1C(=O)c1cc(COc2ccc(-n3cncn3)cc2)on1 (stereo not drawn)	-6%	.	i	31
CC(OC(=O)CSc1ccc([N+](=O)[O-])cc1)C(=O)NCc1ccccc1 (stereo not drawn)	3%	.	i	54
OC[C@H]1OC(O)[C@H](O)[C@@H]1O (stereo partly drawn)	-7%	.	i	25
CCOC(=O)C(C#N)=C1CCN(Cc2ccccc2)CC1	-2%	.	i	11
CCc1cccc(OCC(=O)Nc2ccc(C)c(S(=O)(=O)N3CCCCCC3)c2)c1	-5%	.	i	32
CCN1C(=O)[C@H]2[C@@H](c3ccc(-c4ccc(OC)cc4)cc3)N[C@@](Cc3ccccc3)(C(=O)OC)[C@H]2C1=O	-5%	.	i	54
CC(C)CCN(C(=O)CCSc1ccc(F)cc1)c1c(N)n(Cc2ccccc2)c(=O)[nH]c1=O	-6%	.	i	4
O=C(NC(=O)c1ccccc1)Nc1ccccn1	-2%	.	i	11
O=C1c2cc(O)c(O)cc2S(=O)(=O)C1c1ccccc1 (stereo not drawn)	1%	.	i	27
Cc1ccc(NC(=O)CN(C)C(=O)c2ccccc2OCc2c(C)noc2C)cc1	0%	.	i	51
CN(CC(=O)NC1(C)CCS(=O)(=O)C1)S(=O)(=O)c1ccc(Cl)cc1 (stereo not drawn)	-8%	.	i	34
Cn1nnc2cc(NC(=O)Nc3cccc(C(F)(F)F)c3)ccc21	5%	.	i	11
O=C(NCc1ccccc1)c1onc(CSc2ccc(F)c(F)c2)c1C(=O)NCc1ccccc1	-5%	.	i	26
COc1ccc(C(=O)COC(=O)c2ccccc2C(=O)N(C)c2ccccc2)c(OC)c1	-2%	.	i	19
CN(C(=O)COC(=O)CCC1CCCCC1)c1c(N)n(Cc2ccccc2)c(=O)[nH]c1=O	-6%	.	i	35
COc1ccccc1C(=O)NC(=O)COc1ccc(Cl)cc1Cl	12%	.	i	58
Nc1nc(N)nc(-c2cccc(Cl)c2Cl)n1	-8%	.	i	30
CCOc1ccc(NC(=O)Cn2cc(C(C)=O)c3ccccc32)cc1	13%	.	i	45
O=C(NCC1CCCO1)c1cc2c([nH]c3ccccc32)c(-c2cccc(Cl)c2)n1 (stereo not drawn)	-6%	.	i	52
COC(=O)[C@@]12CCCN1[C@H](c1ccc(-c3ccc(F)cc3)c(OC)c1)[C@H]1C(=O)N(C)C(=O)[C@H]12	-5%	.	i	22
CC(C)NC(=O)COc1coc(CN2CCN(C(=O)c3ccco3)CC2)cc1=O	7%	.	i	42
Cc1cccc(OCCCN2CCOCC2)c1	9%	.	i	17
CCn1c(=O)c(C(=O)NCc2ccc(Cl)cc2)c(O)c2ccccc21	-4%	.	i	58
CC(OC(=O)c1cc(Br)ccc1O)C(=O)Nc1ccc(S(=O)(=O)N2CCCC2)cc1 (stereo not drawn)	3%	.	i	38
O=C(CC1OC(=O)c2ccccc21)Nc1cc(Cl)ccc1N1CCCC1 (stereo not drawn)	-7%	.	i	30
CN1CC[C@]2(CCN3CCc4c(oc5ccccc45)[C@@H]3C2)N(C)C1=O	-3%	.	i	24
O=C(NCC1CCCN1S(=O)(=O)c1cccs1)c1cccc(F)c1 (stereo not drawn)	2%	.	i	40
O=C([O-])c1ccccc1-[n+]1c(-c2ccccc2)cc(-c2ccccc2)cc1-c1ccccc1	-3%	.	i	9
CCN(CC)c1ccc(NC(=O)CSc2n[nH]c(-c3ccco3)n2)cc1	-14%	.	i	41
O=C(CN1CCCCC1)Nc1nc(-c2ccccc2)cs1	3%	.	i	40
COc1ccc(S(=O)(=O)N2CCCC2CNC(=O)C(=O)NCc2ccccc2Cl)cc1 (stereo not drawn)	3%	.	i	47
CC1=NN(C(N)=S)C(=O)C1N=Nc1cccc(Cl)c1 (stereo not drawn)	10%	.	i	21
CCOC(=O)c1c(NC(=O)COC(=O)Cc2n[nH]c(=O)c3ccccc23)sc(C(=O)N(C)C)c1C	-3%	.	i	40
CC(C)C[C@H](NC(=O)N1CC(=O)Nc2ccccc21)C(=O)N1CCC[C@H]1C(=O)O	-1%	.	i	41
CN(C(=O)CSc1nnc(CN2CCCC2)n1Cc1ccccc1)c1ccccc1	5%	.	i	12
CC(O)[C@H]1CNCCN1CC1(c2ccccc2)CC1 (stereo partly drawn)	-1%	.	i	18
COc1cccc(COC(=O)C2CCN(S(=O)(=O)c3cccs3)CC2)c1OC	-2%	.	i	35
COCCn1c(N)c(NCc2ccccc2)c(=O)[nH]c1=O	2%	.	i	40
CCN(CC(=O)Nc1c(F)cccc1F)C(=O)CCc1nc2ccccc2c(=O)[nH]1	2%	.	i	23
O=C(Cc1ccc(Br)cc1)NCc1ccccc1	-2%	.	i	50
COc1ccccc1NC(=O)Nc1nc(CC(=O)N2CCN(c3ccccc3F)CC2)cs1	10%	.	i	38
CC(C)CN(C(=O)c1cccc(S(=O)(=O)N2CCN(C)CC2)c1)C1CCS(=O)(=O)C1 (stereo not drawn)	-7%	.	i	41
CC1CCC(NC(=O)c2cccc(S(=O)(=O)N3CCN(c4ccccc4)CC3)c2)CC1 (stereo not drawn)	2%	.	i	41
CCOC(=O)c1sc(NC(=O)CN2C(=O)NC3(CC(C)CC(C)(C)C3)C2=O)cc1C (stereo not drawn)	5%	.	i	6
CCOC(=O)c1ccccc1NC(=O)COC(=O)C1CC(=O)N(CCc2ccccc2)C1 (stereo not drawn)	4%	.	i	49
O=C(COC(=O)c1ccc(S(=O)(=O)C(F)F)cc1)NC(=O)NC1CCCCC1	-3%	.	i	32
CCOC(=O)c1ccccc1NC(=O)Cc1c(C(=O)O)n(C)c2ccccc12	-8%	.	i	17
COc1cc(/C=C/C(=O)OCC(=O)NCc2ccco2)ccc1O	0%	.	i	53
COc1ccc(-c2cc(C(=O)N3CCCC(C(F)(F)F)C3)c3ccccc3n2)cc1OC (stereo not drawn)	-8%	.	i	42
CC1Oc2ccccc2N(Cc2cccc(F)c2)C1=O (stereo not drawn)	0%	.	i	64

4 entries already listed, arranged by length of the SMILES, lowest first:
SMILES	PhoP inhibition	Hep lipid drop	T cell HTS	T cell HTS vesicle-bound %	others
CC(O)[C@H]1CNCCN1CC1(c2ccccc2)CC1 (stereo partly drawn)	-1%	.	i	18
CC1=NN(C(N)=S)C(=O)C1N=Nc1cccc(Cl)c1 (stereo not drawn)	10%	.	i	21
CC1CCC(NC(=O)c2cccc(S(=O)(=O)N3CCN(c4ccccc4)CC3)c2)CC1 (stereo not drawn)	2%	.	i	41
CCOC(=O)c1c(NC(=O)COC(=O)Cc2n[nH]c(=O)c3ccccc23)sc(C(=O)N(C)C)c1C	-3%	.	i	40

Following part.
SMILES	PhoP inhibition	Hep lipid drop	T cell HTS	T cell HTS vesicle-bound %	others
Cc1ccc(S(=O)(=O)N2CCCCC2CCNC(=O)C(=O)NCC2CCCO2)cc1 (stereo not drawn)	-6%	.	i	40
CSCCC(NS(=O)(=O)c1ccc(C)cc1)C(=O)NC1CCCCCC1 (stereo not drawn)	2%	.	i	39
COc1ccc(C2CC(c3cccs3)=NN2C(=O)CSc2nc(=O)n3ccccc3n2)cc1 (stereo not drawn)	6%	.	i	8
CC[C@H]1OC(=O)[C@H](C)[C@@H](O[C@H]2C[C@@](C)(OC)[C@@H](O)[C@H](C)O2)[C@H](C)[C@@H](O[C@@H]2O[C@H](C)C[C@H](N(C)C)[C@H]2O)[C@](C)(O)C[C@@H](C)CN(C)[C@H](C)[C@@H](O)[C@]1(C)O	2.4µM*	.	i	63
COC(CNC(=O)C(=O)NCC1CCCN1S(=O)(=O)c1cccs1)OC (stereo not drawn)	-5%	.	i	55
O=C(/C=C/c1ccc(Br)o1)OCc1nc2ccsc2c(=O)[nH]1	-4%	.	i	40
CC(C)CN1CCC(=O)N([C@H](COc2ccccc2)Cc2ccccc2)CC1	-3%	.	i	21
COc1ccc(Cl)cc1S(=O)(=O)N1CCCC(C(=O)NCc2ccccn2)C1 (stereo not drawn)	0%	.	i	59
ON=C1c2ccccc2-c2ccccc21	6%	.	i	48
CC(C)COc1ccc(C(=O)N(CC(=O)Nc2ccccc2C(F)(F)F)Cc2ccco2)cc1	-2%	.	i	23
Cc1ccc(NC(=O)C2(S(=O)(=O)c3ccc(Cl)cc3)CC2)c(Br)c1	6%	.	i	55
O=[N+]([O-])c1ccccc1S(=O)(=O)NC1CCCCCCC1	11%	.	i	42
CCOC(=O)C1CCCN(S(=O)(=O)CCNC(=O)c2ccc3c(c2)OCO3)C1 (stereo not drawn)	0%	.	i	4
COc1ccc(NS(=O)(=O)c2cccc(C(=O)N(C)CC(=O)Nc3ccc(C)cc3)c2)cc1	8%	.	i	25
O=C(Cc1ccccc1[N+](=O)[O-])OCC(=O)N1CCN(c2ccccc2)CC1	1%	.	i	57
CCCCN(C(=O)c1cc(Cl)nc2ccccc12)c1c(N)n(CCCC)c(=O)[nH]c1=O	5%	.	i	23
N#Cc1ccccc1OCC(=O)NCCNC(=O)COc1ccccc1C#N	4%	.	i	46
Cc1cc(Br)ccc1NC(=O)C1CSC2(C)CCC(=O)N12 (stereo not drawn)	-4%	.	i	32
Cc1cc(C)cc(NC(=O)C(=O)NCCCN2CCCC2=O)c1	-4%	.	i	43
C/C(O)=c1/c(=O)nc2cccc3c2=c1c1ccccc1c3=O	4%	.	i	21

The closing 5 records of the section before are carried over, then new ones follow:
SMILES	PhoP inhibition	Hep lipid drop	T cell HTS	T cell HTS vesicle-bound %	others
CCCCN(C(=O)c1cc(Cl)nc2ccccc12)c1c(N)n(CCCC)c(=O)[nH]c1=O	5%	.	i	23
N#Cc1ccccc1OCC(=O)NCCNC(=O)COc1ccccc1C#N	4%	.	i	46
Cc1cc(Br)ccc1NC(=O)C1CSC2(C)CCC(=O)N12 (stereo not drawn)	-4%	.	i	32
Cc1cc(C)cc(NC(=O)C(=O)NCCCN2CCCC2=O)c1	-4%	.	i	43
C/C(O)=c1/c(=O)nc2cccc3c2=c1c1ccccc1c3=O	4%	.	i	21
CCOC(=O)c1ccccc1NC(=O)COC(=O)c1cc([N+](=O)[O-])ccc1N1CCOCC1	2%	.	i	55
CC1(C)NC(=O)N(c2ccc([N+](=O)[O-])c(C(F)(F)F)c2)C1=O	-2%	.	i	67
O=C(NCCS(=O)(=O)N1CCc2ccccc2C1)c1ccccc1	0%	.	i	17
CN(Cc1ccc(Cl)cc1)C(=O)c1cc(S(=O)(=O)N2CCOCC2)ccc1N1CCCC1	12%	.	i	53
CCCCCCCCN1[C@@H](CC(=O)OC)c2cc(C(F)(F)F)ccc2S1(=O)=O	-14%	.	i	29
CC[C@@H](C)[C@H](NC(=O)Cc1c(C)c2cc3c(C)coc3c(C)c2oc1=O)C(=O)O	16%	.	i	40
O=C(OCc1ccc(Br)cc1)c1cccc(S(=O)(=O)N2CCCC2)c1	0%	.	i	34
CC(Oc1cccc(Cl)c1)C(=O)Nc1ccccc1N1CCCCC1 (stereo not drawn)	-2%	.	i	42
CCOc1ccc(CCNC(=O)COC(=O)COc2ccccc2C)cc1OCC	-3%	.	i	58
CN(C)CCn1c2c(c(SCC(=O)Nc3cccc(C(F)(F)F)c3)nc1=O)CCCC2	6%	.	i	31
CCc1ccccc1NC(=O)CNCC(=O)Nc1ccccc1CC	-4%	.	i	56

This is a subset; count on the stated rates, not on these rows.
